Source: PubChem BioAssay
E-selectin induc: E-selectin induction on HUVECs | P16581 | HUVEC E-selectin immunofluorescence imaging; normalized: neutral wells 0, TNF-alpha wells 100 | activation, % at 7.58 µM | hit rate 0.37% among 260,000 | AID 686992;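 active = mean E-selectin-positive cell signal at least 10% of the positive control, reached in at least 60% of replicates, without over 20% cell loss; inconclusive = no rule given, readout overlaps actives, possibly toxicity-flagged; inactive = the rest, including those meeting only one limit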;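 also: in these data hits start at about 27%; measured in HUVEC primary endothelial cells; signal is the percent of cells scored E-selectin positive by PE staining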
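material = human umbilical vein endothelial cells (HUVEC), E-selectin induction | quantity = 3,000 cells/well | medium = EGM-2 growth medium on 0.1% gelatin-coated wells | technique = immunofluorescence imaging | read-out basis = % PE-positive cells | control set = TNF-alpha positive control, DMSO neutral control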
RAD54 inh: inhibitors of human RAD54 branch migration; RAD54 Holliday junction branch migration, FAM/BHQ fluorescence; inhibition, % at 10.4 µM; AID 602329; Q92698; hit rate 0.14% among 360,000;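 active = mean normalized replicate activity at least 40 and at least half of replicates scoring 40 or more; inconclusive = only one of the two criteria met; inactive = mean below 40 and under half of replicates reaching 40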;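 also: 0% = median of neutral control wells and 100% = median of positive control wells; inhibitors cause a drop in the FAM fluorescence signal; in these data hits start at about 50%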
esBAF inh: inhibitors of esBAF chromatin remodeling in mouse ES cells; reporter increase, % at 12.5 µM; hit rate 2% among 350,000; AID 602393; Bmi1-luciferase knock-in reporter, 24 h; 100% = twice the neutral-well signal; in the data active = activation above about 40%; inconclusive = no clear call, values can overlap the other calls;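 also: 0% = median of the plate's neutral control wells and 100% = double that signal; a rise in the Bmi1 reporter signal indicates esBAF inhibition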
ARNT TACC3 PPI: ARNT/TACC3 interaction disruption; Q9Y6A5; AlphaScreen His-ARNT PAS-B/GST-TACC3 binding, luminescence; TACC3 fragment carries E629A point mutation; inhibition, % at 9.99 µM; hit rate 0.66% among 390,000; AID 623870;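 active = mean inhibition of replicates at least 50% and at least half of replicates each reaching 50%; inconclusive = half or more replicates reach 50% but mean below 50%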;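 also: 0% = complete ARNT plus TACC3 wells and 100% = ARNT alone without TACC3; many hits fall short of the cut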
CASP6 VEID inh: inhibitors of human caspase-6 | P55212 | purified caspase-6, Z-VEID-R110 cleavage fluorescence | inhibition, % at 12.5 µM | hit rate 0.53% among 350,000;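 active = mean inhibition across replicates at least about 35%, with every replicate also reaching that limit, limit read from the data; inconclusive = only one of the two criteria met; inactive = neither criterion met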;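 also: 0% = median of neutral control wells and 100% = no fluorescence left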
Target sequence (P55212 24-179 limits assumed): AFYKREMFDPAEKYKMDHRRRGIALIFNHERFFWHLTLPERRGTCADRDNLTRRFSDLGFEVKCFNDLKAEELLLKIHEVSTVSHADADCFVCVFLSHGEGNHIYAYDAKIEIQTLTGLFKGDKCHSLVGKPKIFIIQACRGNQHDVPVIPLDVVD
Target sequence (P55212 194-293 limits assumed): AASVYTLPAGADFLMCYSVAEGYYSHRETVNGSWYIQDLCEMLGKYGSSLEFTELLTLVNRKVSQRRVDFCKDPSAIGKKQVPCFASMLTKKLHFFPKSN
PglD inh: blocks C. jejuni PglD acetyltransferase activity; purified PglD enzyme, DTNB colorimetric CoA detection; inhibition, % at 12.5 µM; hit rate 0.098% among 360,000; AID 602405; in the data active = inhibition above about 16%, passing the limit was not always enough; inconclusive = no clear call, values can overlap the other calls; also: strong numbers were not always called active
ERp5 block: ERp5 (human) disulfide isomerase inhibition. Q15084. ERp5 insulin aggregation, absorbance 650 nm, 90 min. inhibition, % at 9.99 µM. hit rate 0.05% among 350,000. AID 651711;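 active = mean replicate inhibition above about 25%, with every replicate also reaching it, limit read from the data, passing the limit was not always enough; inconclusive = only one of those two criteria met; inactive = neither criterion met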
RAD52 anneal inh: inhibitors of human RAD52 DNA annealing; AID 651710; inhibition, % at 18.7 µM; P43351; hit rate 0.46% among 360,000; recombinant RAD52 DNA annealing, FRET fluorescence;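 active = every replicate showing at least 50% inhibition; inconclusive = mean inhibition at least 50% but not in every replicate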
Target sequence (P43351 whole entry, looked up): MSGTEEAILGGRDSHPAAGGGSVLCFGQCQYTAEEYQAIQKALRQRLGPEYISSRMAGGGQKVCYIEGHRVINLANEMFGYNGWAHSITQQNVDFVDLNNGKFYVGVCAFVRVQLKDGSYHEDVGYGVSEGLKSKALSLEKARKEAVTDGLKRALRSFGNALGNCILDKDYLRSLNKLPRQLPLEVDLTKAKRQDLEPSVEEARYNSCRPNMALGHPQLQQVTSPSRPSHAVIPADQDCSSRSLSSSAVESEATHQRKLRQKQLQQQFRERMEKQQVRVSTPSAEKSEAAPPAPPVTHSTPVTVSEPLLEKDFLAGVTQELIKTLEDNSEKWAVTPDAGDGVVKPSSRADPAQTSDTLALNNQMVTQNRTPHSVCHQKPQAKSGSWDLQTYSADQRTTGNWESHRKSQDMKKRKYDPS
Numbers without * were called inactive; u = inconclusive; x = no result given.

compound	E-selectin induc	RAD54 inh	esBAF inh	ARNT TACC3 PPI	CASP6 VEID inh	PglD inh	ERp5 block	RAD52 anneal inh
CCn1c(=O)n(CC)c2cc(S(N)(=O)=O)ccc21	0.5	-2	-6	0	2	2	2	-13
CCCc1nnc(SCC(=O)Nc2ccc(C(=O)OCC)cc2)o1	x	0	26	x	-4	-3	5	4
Cc1cc2c(=O)n(C)c(SCC(=O)Nc3ccccc3)nc2s1	0.4	9	9	-3	2	-3	0	3
O=C(N/N=C\c1ccc(Br)cc1)c1ccc(Cn2cccn2)o1	x	x	x	-8	1	x	-3	-23
O=C(CCN1C(=O)C2CCCCC2C1=O)Nc1nc(-c2ccccc2)cs1 (centres undefined)	0.0	x	x	1	-4	x	6	-11
C[C@H](CO)N1C[C@H](C)[C@@H](CN(C)Cc2ccc(C(=O)O)cc2)Oc2ccc(NS(=O)(=O)c3ccc(F)cc3)cc2C1=O	6.9	-2	0	-5	3	4	4	-6
C[C@H](CO)N1C[C@H](C)[C@H](CN(C)C(=O)Nc2ccc(F)cc2)Oc2ccc(NC(=O)Nc3ccc(F)cc3)cc2CC1=O	-0.4	2	-1	1	x	1	-5	17
Cc1ccc(S(=O)(=O)C(c2ccccc2)c2c(C)noc2C)cc1 (centres undefined)	-0.1	-5	x	-8	x	13	x	x
Cc1cc(NCc2cccnc2)nc(N)n1	-0.1	-11	-2	1	x	0	5	6
O=C(COc1ccccc1Cl)Nc1cccnc1	2.9	x	x	-6	-1	x	-5	-13
CSc1ccccc1NC(=O)CN(c1ccccc1)S(=O)(=O)N(C)C	x	-1	-4	-2	x	4	x	x
COc1ccc(NC(=O)/C(=C\c2cc(OC)c(OC)cc2[N+](=O)[O-])NC(=O)c2ccccc2)cc1	x	-1	2	1	x	-11	x	x
COCCn1c(C)cc(C(=O)COC(=O)/C=C/c2c(C)nn(C3CCS(=O)(=O)C3)c2Cl)c1C (centres undefined)	x	-4	7	6	2	4	-2	-10
O=C(OCC(=O)N(C1CCCCC1)C1CCCCC1)c1ccc(Cl)nc1	6.8	2	5	-12	3	2	-1	-12
C[C@@H]1CN([C@H](C)CO)S(=O)(=O)c2ccc(C3=CCCCC3)cc2O[C@H]1CN(C)C(=O)C1CCOCC1	0.3	-2	6	x	x	-2	2	-2

compound	E-selectin induc	RAD54 inh	esBAF inh	ARNT TACC3 PPI	CASP6 VEID inh	PglD inh	ERp5 block	RAD52 anneal inh
COc1ccccc1/C=C/C(=O)OCC(=O)Nc1ccc(Cl)cn1	2.2	-3	5	9	-4	1	9	-12
COc1ccccc1C(=O)NCC(=O)OC(C)C(=O)N(C)C1CCCCC1 (centres undefined)	x	-9	-3	-1	-1	2	1	-5
C[C@H](O)C(=O)C1=Nc2c(nc(N)[nH]c2=O)NC1	u	-10	-7	1	0	-1	-2	-22
Cc1cccc(Cl)c1NC(=S)NN	0.4	x	x	5	-1	x	5	-14
CCC(C)Sc1ccc(-c2nc3ccc(Cl)cn3c2NCc2ccccc2)cc1 (centres undefined)	0.3	1	50*	-3	2	-6	1	-13
CCN(C[C@H]1N[C@@](CC)(C(=O)OC)[C@H]2C(=O)N(C)C(=O)[C@@H]12)C(=O)Nc1ccc(OC)cc1	x	-8	7	-14	5	-2	-7	-6
CC1(C(=O)Nc2ccccc2Cc2ccccc2)CCN1Cc1ccccc1Cl (centres undefined)	-3.1	2	5	x	0	4	-10	-10
CC(C)(CNC(=O)c1cccc(S(=O)(=O)NCc2ccccc2)c1)N1CCOCC1	-1.0	0	-6	-2	-10	-13	4	-9
Cc1ccc(S(=O)(=O)N[C@@H]2CC[C@H](CCNC(=O)C3CCCCC3)O[C@@H]2CO)cc1	-0.6	5	1	-20	1	1	1	-5
CC12CCC(=O)N1C(C(=O)N1CCN(c3cccc(Cl)c3)CC1)CS2 (centres undefined)	0.3	1	1	-4	-64	-1	-2	-6
CC1CCN(c2nc(N3CCCCC3)nc(N3CCCCC3)n2)CC1	x	-7	3	-5	-1	-2	-1	-12
OCc1ccc(-c2cncc3nccn23)cc1	0.0	2	-8	x	1	1	-6	-27
O=C(C[C@@H]1C=C[C@H](NC(=O)Nc2cccc(F)c2)[C@@H](CO)O1)NCC1CC1	0.4	9	2	10	1	-1	-7	-4
Cc1noc(C)c1S(=O)(=O)N1Cc2ccccc2CC1C(=O)N(C)C (centres undefined)	x	12	3	-3	0	-2	1	-7
Cc1ccc(-n2nnnc2SCC(=O)N2CCN(C(=O)c3ccco3)CC2)c(C)c1	x	-1	-1	-8	x	4	x	x

compound	E-selectin induc	RAD54 inh	esBAF inh	ARNT TACC3 PPI	CASP6 VEID inh	PglD inh	ERp5 block	RAD52 anneal inh
S=C(NC1CC1)N1CCN(c2ccc(Cl)cc2)CC1	-0.1	x	x	-2	-2	x	2	-17
COc1ccc(NC(=O)Nc2ccc3c(c2)[C@@H]2C[C@H](CC(=O)N4CCCCC4)O[C@@H](CO)[C@@H]2O3)cc1	-0.1	0	1	1	2	4	4	-3
NC1=C([N+](=O)[O-])C(c2ccc3c(c2)OCO3)C2=C(CCCC2=O)O1 (centres undefined)	0.0	0	-8	-4	5	-5	2	1
O=C(COC(=O)CC1c2ccccc2CCN1S(=O)(=O)c1ccccc1)Nc1ccccc1 (centres undefined)	0.2	x	x	-5	0	x	3	-20
COC(=O)c1ccccc1NC(=O)CN(c1c(C)cccc1C)S(C)(=O)=O	0.0	2	-1	-1	-2	2	2	3
C[C@@H]1CCCCO[C@H](CN(C)C(=O)NC2CCCCC2)[C@@H](C)CN([C@H](C)CO)C(=O)c2cc(NC(=O)Nc3ccccc3)ccc2O1	0.0	1	-3	-5	-2	6	-10	-10
NS(=O)(=O)c1cccc(NC(=O)c2cc(-c3cccs3)nc3ccccc23)c1	8.8	-8	-5	-9	2	5	0	-45
COc1cccc(-c2ccc([C@H]3[C@H]4CN(C(=O)C5CCCC5)CC(=O)N4[C@H]3CO)cc2)c1	-0.5	x	x	x	-2	x	-4	8
Cc1ccc(C(=O)NC(=S)N2CCCCCC2)cc1	x	3	15	x	1	-5	-2	-10
COc1ccc(NC(=O)N(C)C[C@H]2Oc3ccc(N(C)C)cc3CC(=O)N([C@H](C)CO)C[C@H]2C)cc1	-12	4	3	-11	4	9	3	-7
CCOC(=O)c1nn(C)c(=S)n(C)c1=O	0.8	-1	x	-3	-4	-5	1	-6
Fc1ccccc1OCCSc1ncnc2nc[nH]c12	x	1	23	-15	-1	-5	4	-15
C[C@H](CO)N1C[C@H](C)[C@@H](CN(C)Cc2ccc(Oc3ccccc3)cc2)Oc2ccc(NC(=O)C3CC3)cc2CC1=O	-13	-1	5	-1	x	-10	2	52
COC(=O)c1ccccc1S(=O)(=O)NNC(=O)C1COc2ccccc2O1 (centres undefined)	x	9	-6	x	-1	9	0	-6
O=C(N[C@@H]1CC[C@@H](CCNS(=O)(=O)c2ccc(F)cc2)O[C@@H]1CO)c1cnccn1	-0.2	4	1	3	-1	-2	4	-16

compound	E-selectin induc	RAD54 inh	esBAF inh	ARNT TACC3 PPI	CASP6 VEID inh	PglD inh	ERp5 block	RAD52 anneal inh
Cc1c(Cl)cc(-n2cnnn2)cc1[N+](=O)[O-]	0.1	x	x	0	5	x	-7	-34
CCOc1cccc2sc(N(CCCN(C)C)C(=O)c3ccc(S(=O)(=O)N(C)Cc4ccccc4)cc3)nc12	x	10	-1	-3	-5	2	-6	42
Cc1ccc(S(=O)(=O)/N=C(\CSC(N)=O)Nc2ccccc2)cc1	x	1	0	-3	x	2	x	x
COc1ccc(-n2cc(CNC3CCN(C)CC3)c(-c3cccc(F)c3)n2)cc1	x	x	x	17	-8	x	4	48
CC(=O)N(C)c1ccc(NC(=S)Nc2cccc3ccccc23)cc1	0.1	x	x	x	8	x	3	-2
O=C1CCCN1c1ccc(S(=O)(=O)N2CCCCC2)cc1	x	-8	-4	-3	-1	-5	2	-16
COC(=O)COc1ccc(S(=O)(=O)Nc2ccc3c(c2)OCCO3)cc1Cl	x	7	-5	-2	1	0	-6	-13
Cc1sc2ncn(CC(=O)N(CC(=O)NC3CCCC3)Cc3cccs3)c(=O)c2c1C	x	4	-2	-8	0	7	4	-16
O=C(Nc1ccn([C@H]2CC[C@@H](CO)O2)c(=O)n1)c1ccccc1	-0.2	x	x	-16	3	x	-2	-4
COc1ccc(-n2c(SC)nc3sc4c(c3c2=O)CCN(C)C4)cc1	x	39	2	-2	7	8	-4	7
COc1ccc(C2c3sc(=O)[nH]c3SC3C4CCC(C4)C23)cc1OC (centres undefined)	x	16	8	2	x	8	x	x
CSCCC(NC(=O)c1ccccc1Br)C(=O)NNC(=O)c1cc(C)oc1C (centres undefined)	-0.1	7	-4	-11	2	4	1	-13
CCCn1c(/C=N/Nc2nc3ccccc3[nH]2)nc2ccccc21	12	x	x	4	2	x	2	-49
COc1cccc(NC(=O)C2CCCN(S(=O)(=O)c3ccc(-n4cnnn4)cc3)C2)c1 (centres undefined)	x	1	1	1	x	4	x	x
O=C(COc1ncnc2ccccc12)NC(=O)NCc1ccccc1	x	-5	6	-23	x	1	x	x

compound	E-selectin induc	RAD54 inh	esBAF inh	ARNT TACC3 PPI	CASP6 VEID inh	PglD inh	ERp5 block	RAD52 anneal inh
CCn1nc(C)c(CNC(=O)CC2C(=O)NCCN2CC(C)C)c1C (centres undefined)	0.3	-13	1	2	1	-11	u	-33
COc1ccc(Cc2nnc(SCC(=O)N(C)c3ccccc3)o2)cc1	-0.7	-4	x	2	-68	-1	3	-10
COC(=O)CSCC(=O)Nc1nnc(-c2ccccc2C)s1	0.1	x	x	-5	6	x	-2	-8
O=S(=O)(c1ccccc1)N1CC[C@H]2[C@H](CO)Nc3ccc(Br)cc3[C@H]21	-0.4	3	4	0	3	-5	-3	-10
CC(=O)N(C)C[C@H]1Oc2cc(-c3ccncc3)ccc2S(=O)(=O)N([C@H](C)CO)C[C@@H]1C	0.3	9	5	-4	-1	1	-4	2
CN(CCC#N)c1ncnc2scc(-c3ccccc3)c12	x	3	-1	-7	x	-4	x	x
COC(=O)[C@H]1[C@H](CO)[C@H]2Cn3c(ccc(-c4ccccc4F)c3=O)[C@H]2N1Cc1ccccc1	-0.3	-24	3	13	0	5	-5	1
COc1ccnc(CS(=O)c2nc3cc(C(O)(F)F)ccc3[nH]2)c1OC (centres undefined)	0.3	6	-6	15	0	1	1	-17
CC(C)CN(C(=O)COC(=O)COc1ccc2ccccc2c1)c1c(N)n(Cc2ccccc2)c(=O)[nH]c1=O	x	-2	0	0	0	-1	1	-3
CCOc1cc(C(=S)N2CCOCC2)ccc1OC(=O)c1ccc(C)cc1	x	8	-5	9	-1	45*	1	-10
O=C(CN1CCOCC1)NCC[C@H]1CC[C@@H](NC(=O)c2ccccc2F)[C@@H](CO)O1	0.2	-1	1	9	-2	4	6	-13
C[C@H]1CN([C@@H](C)CO)C(=O)c2cc(-c3cccnc3)cnc2O[C@@H]1CN(C)C(=O)Cc1cccnc1	-0.3	2	-6	-5	1	-6	2	6
CCOC(=O)CCCN1CC(O)=C(c2nc3ccccc3s2)C1=N	-0.1	x	x	-2	16	x	0	-4
O=C(CCCN1C(=O)c2cccc3cccc(c23)C1=O)N1CCc2ccccc2C1	x	10	4	3	x	-2	x	x
CC(=O)N/C(=C/c1ccc2c(c1)OCO2)C(=O)NCCO	x	-35	4	-8	x	-3	x	x
C#CCSc1n[nH]c(=O)n1-c1cccc(C(F)(F)F)c1	x	x	x	3	0	x	2	-14
